High-throughput results deposited in PubChem by several laboratories.
b-catenin transl = modulators of beta-catenin nuclear translocation, primary screen, imaging, HeLa cells, immunofluorescence, high-content | nuclear translocation activity, % at 5 µM | 190,000 compounds, 0.3% hits | AID 1665, 2009;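 active = nuclear translocation activity above 50% at 5 µM, with a well cell count of 50 or more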;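 also: per-cell ratio of nuclear to cytoplasmic median beta-catenin stain intensity; plate controls were DMSO negative control for no effect and GSK-3 inhibitor IX positive control for full effect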
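Read-out: Nuclear/cytoplasmic beta-catenin signal ratio, % activation | Assay system: Human HeLa cell line | Times: 24 h compound exposure at 37°C, 5% CO2 | Signal: Fluorescence imaging of beta-catenin antibody stain plus DAPI | Dosing: 5 µM primary, 0.02–20 µM confirmation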
Ins promoter up = insulin promoter activators in MIN6 cells, imaging, high-content screening, mouse beta cells; 190,000 compounds, 0.3% hits; z-score at 5 µM; MIN6 insulin promoter-GFP reporter; stronger effect = higher value;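 active = z-score above 3 at 5 µM with at least 500 cells counted in the well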
Dynein cargo inh = inhibitors of GR-EGFP nuclear translocation, primary screen, dynein cargo transport inhibitor project, imaging, high-content, 3617.4 mouse cells; test concentration mostly 20 µM; stimulated with dexamethasone, 1 µM; stronger effect = lower value; 220,000 compounds, 0.47% hits; z-score, hits read low;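 active = plate z-score of nuclear minus cytoplasmic receptor signal below a set negative limit, without overly bright fluorescence or cell loss, cut at about -3.5 in these data, passing the limit was not always enough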;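 also: z-score of nuclear minus cytoplasmic ring GR-EGFP intensity difference per well; some compounds called inactive have numbers as strong as hits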
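Also added: dexamethasone, 1.0 µM final. Medium: tet-free, stripped-serum medium. Detection: fixed, Hoechst-stained cells imaged at 10x for EGFP. Read-out: nuclear-to-cytoplasmic GR-EGFP distribution per well. Times: induction 48 h, compound 1 h, agonist 30 min.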
CSM14.1 death rescue = rescue of cells from ER stress-induced death, primary screen, 384-well, CSM14.1, thapsigargin, ATP luminescence (AID 1222); cellular ATP content (survival), % at 20 µM; hits with a dose series show EC50 in µM; 190,000 tested, under 10 active; CSM14.1 thapsigargin-induced death rescue, ATP luminescence; higher % means a stronger effect;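 active = EC50 below 50 µM in the dose-response confirmation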;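 also: death triggered by thapsigargin at about 15 µM added after 2 h compound pretreatment; cell ATP read after overnight thapsigargin exposure of roughly 18 to 22 hours; normalized against plate controls of thapsigargin alone and 5% DMSO vehicle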
XIAP antagonists = XIAP antagonists, biochemical, IAP family, fluorescence polarization (AID 1018); displacement, % at 20 µM, or IC50 in µM where a hit was titrated; XIAP BIR domain, fluorescence polarization peptide displacement; higher % means a stronger effect; E3 ubiquitin-protein ligase XIAP (Homo sapiens); 200,000 compounds, 0.007% hits; in the data active = displacement above about 50%; also: a part of the inactive calls stands beside numbers as strong as those of hits
MT stabilizer = microtubule stabilizers in HeLa cells, primary screen, imaging, high-content imaging; % tubulin-high responders, % at 10 µM; AID 2205, 2009; 200,000 compounds, 0.83% hits; HeLa tubulin immunostaining HCS, 24 h; share of cells brighter than vehicle mean+2SD;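 active = plate Z-score above 3 for both tubulin-high and condensed-nucleus cell shares, with cell loss under 80%, at 10 µM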;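 also: anti alpha tubulin signal scored within the nucleus-defined area of each cell; some results filed as inactive read as strong as hits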
Hep lipid drop = inhibitors of hepatocyte lipid droplet formation, primary screen, imaging, high-throughput imaging, BODIPY stain; 240,000 compounds, 0.4% hits; AID 1656, 2009; AML12 mouse hepatocytes, oleate lipid droplets; inhibition, % at 6.5 µM;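 active = lipid droplet intensity inhibited by at least 50%, with more than 500 cells counted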
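Technique: fluorescence imaging, 20x objective, two fields per well / Assay system: AML12 hepatocytes (mouse) / Measure: % inhibition of lipid droplet signal / Doses: 6.5 µM single-point dosing / Incubation: overnight exposure / Reagent: 100 µM oleic acid challenge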
Autophagy HCS = autophagy modulators in MEF cells, primary screen, imaging, high-content, MEF GFP-LC3. calls only at 10 µM (by protocol). MEF GFP-LC3 puncta imaging; test concentration mostly 10 µM. 190,000 compounds, 0.98% hits;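 active = percentage of spot-positive cells more than 3 SD above its plate mean, without a fluorescence outlier flag or 80% toxicity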;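 also: spot-positive cell cutoff set from DMSO-treated cells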
WT yeast gro inh = growth inhibition of WT strain, primary screen, mitochondrial fusion inhibitor project, WT and mutant strains, chemical genetic; mitochondrial fusion phenotypic screen; inhibition, % at 10 µM; 190,000 compounds, 2.1% hits; AID 1362, 2008; in the data active = inhibition above about 58%; tested in S. cerevisiae
WT yeast gro inh mutant strain = also measured in WT yeast gro inh; calls as there; inhibition, %; mitochondrial fusion phenotypic screen, mutant strain inhibition
Dynein cargo inh cytoplasmic EGFP = also measured in Dynein cargo inh; calls as there; z-score; measured here: cytoplasmic GR-EGFP intensity; stronger effect = higher value
Dynein cargo inh nuclear GR-EGFP = further read-out of Dynein cargo inh, marked with its call; z-score; measured here: nuclear GR-EGFP intensity;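 lower value marks the stronger effect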
Dynein cargo inh cell count = second read-out of Dynein cargo inh, no call of its own (marks repeat the call); z-score; measured here: cell count per field
Ins promoter up cell count = recorded beside Ins promoter up, whose call it bears; cell count; measured here: cytotoxicity, nuclei count;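 total cells summed across four imaged fields per well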
Hep lipid drop cells 6.5 µM = also measured in Hep lipid drop; calls as there; cell count; measured here: cell count, cytotoxicity flag;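 cells counted across two imaged fields per well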
b-catenin transl cell count 5 µM = further read-out of b-catenin transl, marked with its call; cell count; measured here: cell count, cytotoxicity flag
MT stabilizer Hoechst-high % = recorded beside MT stabilizer, whose call it bears; % Hoechst-high responders; measured here: nuclear condensation Hoechst responders;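 share of cells brighter than vehicle mean plus two SD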
MT stabilizer cytotoxicity % = second read-out of MT stabilizer, no call of its own (marks repeat the call); toxicity, %; measured here: cytotoxicity by cell density;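 0% = mean cell density of plate MIN control wells and 100% = no cells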
Autophagy HCS cell loss 18 h = second read-out of Autophagy HCS, no call of its own (marks repeat the call); toxicity, %; measured here: cell loss, nuclei count;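 cell loss after 18 h compound exposure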
Starred values were filed as active, the others as inactive; i = inactive; . = not tested or not shown.

SMILES	b-catenin transl	b-catenin transl cell count 5 µM	Ins promoter up	Ins promoter up cell count	Dynein cargo inh	Dynein cargo inh cytoplasmic EGFP	Dynein cargo inh nuclear GR-EGFP	Dynein cargo inh cell count	CSM14.1 death rescue	XIAP antagonists	MT stabilizer	MT stabilizer Hoechst-high %	MT stabilizer cytotoxicity %	Hep lipid drop	Hep lipid drop cells 6.5 µM	Autophagy HCS	Autophagy HCS cell loss 18 h	WT yeast gro inh	WT yeast gro inh mutant strain
CCCNC(=S)NNC(=O)c1cccs1	-5.3	1038	-0.62	1486	-0.57	-0.31	-0.2	0.56	1.6%	-5.3%	2.3	2.1	5.4	9	691	i	-31	9	13
Nc1cc(=O)[nH]c(SCCOc2ccccc2)n1	3.9	1149	-0.18	1404	-0.27	-0.32	-0.62	0.92	-0.9%	4.0%	4.9	3.3	16	0	741	i	57	-3	-8
CC(C)C(NC(=O)C(NC(=O)C1OC2OC(C)(C)OC2C2OC(C)(C)OC12)C(C)C)C(=O)O (stereo not drawn)	-1.3	1109	0.39	1470	-0.55	-0.3	-0.062	1.2	-1.2%	-10%	3.9	1.5	7.6	15	721	i	11	-12	-14
c1ccc(CSCc2cn3ccccc3n2)cc1	2.4	1081	-0.16	1278	-0.96	-0.21	-0.63	1.2	2.7%	-2.6%	3.8	3.1	0.6	-3	705	i	-10	50	39
O=C(Nc1ccc(Cl)cc1)Nc1csc([N+](=O)[O-])c1	-1.3	1359	-0.2	1029	-0.93	-0.25	-0.048	1	.	.	.	.	.	0	638	.	.	.	.
COc1cc(C)ccc1OCCOCCOc1ccccc1Br	1.2	1382	-0.07	1437	0.56	-0.18	1	-0.21	-0.8%	-26%	2.3	1.9	6.2	.	.	i	-18	5	10
CC1(C(=O)NC2CCCCCCC2)CCC(=O)N1Cc1ccco1 (stereo not drawn)	-5.1	975	0.02	1448	-0.86	-0.36	-0.63	1.1	-0.1%	-1.0%	3.2	2.3	4.2	.	.	i	12	-21	-1
Cc1c(Cl)c(C(=O)NNC(=S)NCc2ccco2)nn1C	5.4	547	.	.	0.24	-0.22	0.11	0.84	-7.2%	-1.5%	2.1	2.2	3.8	-11	753	i	-6	-4	0
O=C1CN(C(=O)c2ccc(Br)o2)C(c2ccccc2)c2cc(Br)ccc2N1 (stereo not drawn)	.	.	0.55	952	0.9	-0.12	0.77	-1.2	1.7%	-2.3%	3.9	1.0	8.0	.	.	i	12	35	10
O=C(NC(=S)NCCN1CCOCC1)c1ccccc1	2.5	1068	-0.18	1526	-0.78	-0.23	-0.56	0.34	-1.2%	-2.2%	2.8	3.5	7.8	6	660	i	1	-8	4
Cc1cc(NC(=O)Nc2cc(Cl)ccc2C)no1	1.0	1345	0.84	1091	-0.21	-0.13	-0.2	0.86	.	.	.	.	.	-12	778	.	.	.	.
CCC(C)COC(=O)c1ccc(C(=O)O)cc1 (stereo not drawn)	.	.	.	.	0.57	-0.17	0.82	-1.4	2.6%	-3.4%	1.3	1.9	6.4	.	.	i	6	-2	-9
COc1cc(/C=C2/NC(=O)N(CC(=O)Nc3cccc(C)c3)C2=O)ccc1OCC(N)=O	-0.2	1536	0.24	1418	-0.088	-0.15	-0.055	-0.4	0.6%	-6.9%	2.5	2.9	5.6	-2	723	i	-1	10	15
C/C(=N\Nc1cccc(Cl)c1)C1(C)N(O)C(C)(C)C(c2ccco2)=[N+]1[O-] (stereo not drawn)	-0.2	1263	-0.27	1139	0.17	-0.21	-0.18	-0.12	.	.	.	.	.	2	708	.	.	.	.
Cc1nc(SCc2ccc(F)cc2)c2oc3ccccc3c2n1	2.1	1317	-0.43	1046	0.59	-0.18	0.53	-0.65	.	.	.	.	.	5	670	.	.	.	.
CC(=O)N1c2ccccc2NC2=C(C(=O)CCC2)C1c1ccc(F)cc1 (stereo not drawn)	-3.1	852	0.94	1195	1.1	-0.19	0.75	-0.83	-1.2%	-3.0%	5.6	2.3	2.8	.	.	i	7	-1	8
CN(C(=O)CSc1nc2cc([N+](=O)[O-])ccc2n1-c1ccc(F)cc1)C1CCS(=O)(=O)C1 (stereo not drawn)	1.7	989	-1	1555	-0.69	-0.31	-0.61	0.8	-0.1%	-9.0%	1.4	3.0	11	-1	552	i	2	-7	-13
Cc1cc2c(cc1C)NC(c1nc3ccccc3[nH]1)C1=C(CC(C)(C)CC1=O)N2 (stereo not drawn)	-2.1	1308	-0.51	1548	0.027	-0.028	-0.6	-0.4	0.4%	0.5%	3.3	1.7	5.4	.	.	i	6	33	7
CCOC(=O)COc1ccc(C)cc1-c1ccno1	-9.9	158	-0.52	911	0.056	-0.22	0.65	0.63	-1.0%	-7.5%	1.2	0.5	9.2	-3	778	i	1	22	23
COc1ccccc1-c1csc(NC(=O)c2ccc(N3C(=O)CCC3=O)cc2)n1	-1.0	1050	1.1	1282	-0.22	-0.38	-0.67	1.1	-1.5%	-3.9%	2.9	2.0	7.9	14	660	i	-11	-1	-15
CCOC(=O)CN1C(=O)CN(c2ccc(C)c(C)c2)C1=O	2.9	1101	0.15	1467	0.14	-0.19	0.21	0.47	0.8%	-9.3%	2.2	1.4	0.6	7	633	i	-6	-17	11
COc1ccc(N(CC(=O)NCCC2=CCCCC2)S(=O)(=O)c2ccccc2F)cc1	-2.3	1408	2.5	811	0.44	-0.18	1.2	-1.8	.	.	.	.	.	4	683	.	.	.	.
CCOCCCNCc1ccc(OC)cc1	-9.8	1096	.	.	-0.87	0.0056	-0.12	0.55	-0.9%	0.1%	3.0	1.3	9.3	0	867	i	-11	-10	9
CCOC(=O)c1[nH]c2ccccc2c1NC(=O)CCN1CCN(C(=O)OCC)CC1	2.1	1363	-0.37	1176	-0.62	-0.26	-0.37	0.56	-1.4%	-3.2%	4.2	3.8	6.1	.	.	i	3	22	4
Cc1c(CCOC(=O)C23CC4CC(CC(C4)C2)C3)sc[n+]1Cc1ccccc1	0.1	839	-0.7	906	-0.12	-0.25	-0.068	1.2	-2.7%	-5.0%	2.2	1.5	8.7	10	705	i	11	-3	-11
Cc1ccc(F)cc1NC(=O)c1ccc(NS(=O)(=O)c2ccc(Br)s2)cc1	-0.4	952	.	.	0.66	-0.24	0.22	-0.43	-1.4%	-0.5%	3.5	3.1	4.3	-9	562	i	-2	-11	-10
NC(=O)C1CCN(c2nc(C3CC3)nc3c2nnn3Cc2ccccc2)CC1	0.1	1084	1.6	1277	0.18	-0.13	0.29	0.12	-2.9%	-7.9%	4.0	2.2	9.3	-3	746	i	-38	-15	-14
COc1ccc(CN(CC2CCC(C(=O)O)CC2)C(=S)Nc2cc(C)ccc2C)cc1 (stereo not drawn)	0.4	1074	0.45	1152	-1.4	-0.27	-0.32	1.2	-14%	-12%	2.3	2.6	6.2	0	713	i	-9	-10	11
CCN(CC)C(=O)CCc1nnc(CCc2c[nH]c3ccccc23)o1	0.3	945	.	.	-0.77	-0.23	-0.47	0.52	0.2%	-3.6%	4.0	3.3	7.2	-3	685	i	-15	3	-4
CCOC(=O)c1c(NC(=O)CN2CCCCC2)sc2c1CCN(C(=O)OCC)C2	2.3	1266	-0.26	1607	-0.62	0.029	-0.084	0.31	1.7%	-4.8%	2.5	4.7	12	.	.	i	10	43	8
O=C(Nc1cccc(NC(=O)C2CCCO2)c1)c1ccco1 (stereo not drawn)	0.0	1464	0.56	1381	0.37	-0.34	-0.34	0.37	-0.9%	-12%	2.4	2.0	0.9	-1	687	i	-18	-22	-6
Cc1nc(C(=O)Nc2cc(Cl)ccc2Cl)nn1-c1cc(OC(C)C)c(Cl)cc1Cl	1.2	1375	-1.4	1154	-0.61	-0.2	0.24	1.5	16%	-1.0%	2.3	2.1	13	.	.	i	-4	3	-4
O=C(N[C@@H](Cc1c[nH]c2ccccc12)C(=O)NC1CC1)c1ccccc1Cl	0.7	1114	-0.02	1597	3.3	-0.23	1.4	-1.5	-0.3%	-3.0%	1.4	2.9	10	2	670	i	-4	-3	-19
CCCCC(=O)Nc1ccc(C(=O)NCc2ccncc2)cc1	.	.	.	.	-0.42	-0.19	0.17	0.25	.	-5.1%	4.1	2.2	6.7	-10	694	i	0	15	16
Cc1cc(Nc2ccccc2)nc(N)n1	.	.	.	.	1.6	-0.047	0.69	-2.1	-1.2%	-1.5%	1.8	1.3	2.7	.	.	i	-7	11	11
CC1CCCC(C)N1CC(O)COc1ccc(Cl)cc1 (stereo not drawn)	-1.9	935	-0.21	1148	0.11	-0.21	0.22	0.4	.	-10%	2.3	0.8	5.0	.	.	i	-9	-3	3
